Compound activity from PubChem BioAssay.
D2 antagonist = antagonists of human D2 dopamine receptor. HEK293 TREx D2 cells, calcium flux, dopamine EC80. inhibition, % at 10 µM. 340,000 tested, 2% active. AID 485344; in the data active = inhibition above about 30%; also: 0% is about no effect
Target sequence (P14416 whole entry, looked up): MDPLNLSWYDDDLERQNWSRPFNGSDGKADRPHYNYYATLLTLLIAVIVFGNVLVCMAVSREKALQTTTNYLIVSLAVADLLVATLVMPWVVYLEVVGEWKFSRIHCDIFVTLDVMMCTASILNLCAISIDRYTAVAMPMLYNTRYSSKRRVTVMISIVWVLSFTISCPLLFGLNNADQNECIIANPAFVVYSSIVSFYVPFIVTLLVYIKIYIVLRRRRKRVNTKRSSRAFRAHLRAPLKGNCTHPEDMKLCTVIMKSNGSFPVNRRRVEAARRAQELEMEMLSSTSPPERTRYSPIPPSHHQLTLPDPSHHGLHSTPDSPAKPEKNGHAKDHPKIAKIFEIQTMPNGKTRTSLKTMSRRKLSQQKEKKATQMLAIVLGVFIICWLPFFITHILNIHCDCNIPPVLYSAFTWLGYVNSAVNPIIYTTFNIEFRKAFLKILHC
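Dopamine at EC80 is the agonist stimulus; test compounds precede it by 180 s. Calcium flux read kinetically in a force-coupled, inducible HEK293 T-REx D2 cell line.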
TrxR1 substrate = rat thioredoxin reductase 1 substrate activity. O89049. purified TrxR1 substrate turnover, NADPH consumption readout. Potency, µM (series often up to 114 µM), for the others: at the highest dose activity change, negative = substrate turnover. 390,000 tested, 0.01% active. AID 588456; also: potency is read from the fitted curve at half-maximal effect; % is scaled to controls: 0 for no effect and ±100 for the full control effect; nearly all actives have a fitted effect of over 50% in size
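Rat TrxR1, dispensed at 90 nM, was prereduced with 400 uM NADPH (final) for 5 min at ~22 deg C, then incubated with compound 15 min before 400 uM selenite. A first-read NADPH fluorescence drop versus no-compound background flagged substrates.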
TRHR enhancer = allosteric enhancers of human TRH receptor; P34981; TRHR cells, fluo-8 calcium fluorescence, EC20 TRH enhancement; enhancement, % at 2 µM; 360,000 tested, 0.66% active; AID 493056; in the data active = enhancement above about 30%; also: 0% is about no effect
Target sequence (P34981 whole entry, looked up): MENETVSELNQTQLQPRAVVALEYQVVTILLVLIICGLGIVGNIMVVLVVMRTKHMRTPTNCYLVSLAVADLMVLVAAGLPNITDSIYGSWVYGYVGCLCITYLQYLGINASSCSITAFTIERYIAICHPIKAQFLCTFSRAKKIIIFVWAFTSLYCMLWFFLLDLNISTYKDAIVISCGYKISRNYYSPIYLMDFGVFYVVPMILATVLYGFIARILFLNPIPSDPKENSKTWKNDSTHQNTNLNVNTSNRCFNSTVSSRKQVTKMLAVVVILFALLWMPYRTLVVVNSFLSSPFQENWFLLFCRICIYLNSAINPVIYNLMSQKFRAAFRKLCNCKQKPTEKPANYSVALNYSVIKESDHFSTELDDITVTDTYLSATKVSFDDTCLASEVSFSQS
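TRHR-expressing cells loaded with fluo-8 calcium dye were read kinetically (ex 480/em 530) during compound addition, then stimulated with an EC20 of TRH (10 nM final). Enhancement of the Gq-mediated intracellular calcium response was scored.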
rTrxR1 inhibitor = blocks rat thioredoxin reductase 1 | O89049 | 390,000 tested, 1% active | Potency, µM (highest dose often 114 µM), for the others: top-dose activity change, negative = inhibition, actives largely listed as inhibitors | AID 588453 | recombinant rTrxR1, NADPH fluorescence consumption, selenite substrate; also: potency is read from the fitted curve at half-maximal effect; % is scaled to controls: 0 for no effect and ±100 for the full control effect; nearly all actives have a fitted effect of over 65% in size
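Rat TrxR1 (90 nM in the dispensed reagent) was pre-reduced with 400 uM NADPH for 5 min at room temperature, then incubated with compound for 15 min. After 400 uM selenite was added, NADPH fluorescence (Ex 340/Em 450 nm) was followed for 8 min.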
USP1-UAF1 inh = blocks the human USP1/UAF1 deubiquitinase complex | O94782 | recombinant USP1/UAF1, Ub-Rhodamine cleavage fluorescence | Potency, µM (top dose mostly 57.1 µM), without a hit: at the highest dose activity change, negative = inhibition, most hits filed as inhibitors | 390,000 tested, 0.23% active; also: potency is read from the fitted curve at half-maximal effect; % is scaled to controls: 0 for no effect and ±100 for the full control effect; nearly all actives have a fitted effect of over 60% in size; inactives centre near -12
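USP1/UAF1 complex at 1 nM was preincubated with compound for 15 min at room temperature, then Ub-Rho substrate (150nM final) was added. Fluorescence (480/540 nm) was read kinetically, 6 reads every 60 seconds.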
Pin1 inh = blocks the human prolyl isomerase Pin1. Pin1 FP peptide displacement, HiFluor488, 10 min. 390,000 tested, 0.009% active. Potency, µM (titrated, usually from 115 µM), inactives show at the highest dose activity, negative = inhibition, hits mostly inhibitors. AID 504891; active = well fitted inhibition curve with a large enough effect in the polarisation, with a control signal flat, not every such curve was filed as active; inconclusive = small, poorly fitted or top-dose-only effect, or effect the other way, or a change in a side signal; inactive = no such curve, though single readings can be large or run the other way; the % refers to the polarisation; also: potency is read from the fitted curve at half-maximal effect; % is scaled to controls: 0 for no effect and ±100 for the full control effect
Target sequence (Q13526 whole entry, looked up): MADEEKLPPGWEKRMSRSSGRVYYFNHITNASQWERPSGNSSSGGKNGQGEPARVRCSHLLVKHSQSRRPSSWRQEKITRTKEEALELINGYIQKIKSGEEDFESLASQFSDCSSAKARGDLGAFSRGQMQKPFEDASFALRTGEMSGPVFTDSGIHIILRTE
TRHR agonist = activates the human TRH receptor. P34981. AID 493084. TRHR cells, calcium flux fluo-8, FDSS agonist mode. activation, % at 2 µM. 360,000 tested, 0.18% active; in the data active = activation above about 30%; also: 0% is about no effect
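Steps: seed TRHR cells overnight; add fluo-8 no-wash Ca dye, RT 30 min–1.5 h; record 10 s baseline; pin-transfer compounds; monitor fluorescence 1 cycle/s for the agonist window. Calcium increases flag candidate agonists.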
D2 ag = activates the human D2 dopamine receptor; activation, % at 2 µM; AID 485358; HEK293 T-REx D2 cells, calcium flux agonist mode; 340,000 tested, 0.53% active; P14416;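 active = activation over 3 SD above normal in the single-dose calcium agonist read, cut at about 30% in these data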; also: 0% is about no effect
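Tetracycline-induced HEK293 Trex cells with D2 receptor force-coupled to calcium signaling, plated overnight at 30 C and loaded with no-wash calcium dye. Calcium flux read kinetically for 180 s after compound addition; responses flag agonists.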
IDH1 R132H inh = human IDH1 R132H inhibition. O75874. IDH1-R132H enzyme, NADPH consumption, diaphorase/resazurin fluorescence. Potency, µM (doses to about 76.6 µM), for inactives: top-dose activity change, negative = inhibition, actives largely listed as inhibitors. 390,000 tested, 0.093% active. AID 602179; also: potency is read from the fitted curve at half-maximal effect; % is scaled to controls: 0 for no effect and ±100 for the full control effect; nearly all actives have a fitted effect of over 65% in size
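IDH1-R132H (0.5 ug/mL dispensed) in pH 7.5 Tris buffer was preincubated 30 min with compound, then given a substrate mix of 0.016 mM NADPH and 2 mM alpha-KG for 80 min at room temperature; remaining NADPH was read by diaphorase/resazurin fluorescence.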
* = called active by the depositor; [ ] = dose if it differs, or a comment. Unless noted, calls follow the shape of the dose curve; as a rule, active = well fitted inhibition curve with a large enough effect; inconclusive = small, poorly fitted or top-dose-only effect; inactive = no such curve, though single readings can be large or run the other way. Only part of the results is shown (hit frequency here may not be typical).

For CCOC(=O)C1CCCN(C(=O)CN2C(=O)C(CC)Oc3ccc(C)cc32)C1 (stereo not given) the results were TrxR1 substrate 1%, TRHR enhancer 2, rTrxR1 inhibitor 12%, USP1-UAF1 inh -23%, Pin1 inh -9%, TRHR agonist -1.1 and IDH1 R132H inh 0%.
`Cc1ccccc1-c1noc(-c2ccc(NCc3ccco3)c([N+](=O)[O-])c2)n1` gave TrxR1 substrate -7%, TRHR enhancer 1, rTrxR1 inhibitor 0%, USP1-UAF1 inh -28%, Pin1 inh -12%, TRHR agonist 0.3, D2 ag 0.1 and IDH1 R132H inh -10%.
Screening NNC(=O)c1ccc(COc2ccc([N+](=O)[O-])cc2)o1 returned D2 antagonist -2, TrxR1 substrate -6%, TRHR enhancer 2, rTrxR1 inhibitor 16%, USP1-UAF1 inh -9%, Pin1 inh 0%, TRHR agonist 0.2, D2 ag 0.2 and IDH1 R132H inh 2%.
`CC(C)(C)C(=O)Nc1ccc(Cl)c(-c2nc3ccccc3[nH]2)c1` gave TrxR1 substrate 4%, TRHR enhancer 5, rTrxR1 inhibitor 13%, USP1-UAF1 inh -16%, Pin1 inh -3% and TRHR agonist -1.5.
`CCOCCCn1c(=O)c2ccccc2n2c(=S)[nH]nc12` gave D2 antagonist 10, TrxR1 substrate 3%, TRHR enhancer -1, rTrxR1 inhibitor -23%, USP1-UAF1 inh -7%, Pin1 inh 3%, TRHR agonist -1.6, D2 ag 0.2 and IDH1 R132H inh 4%.
CN(CC(=O)Nc1ccccc1Cl)C(=O)CCc1nc2ccccc2c(=O)[nH]1 was read as D2 antagonist -4, TrxR1 substrate 3%[57.1 µM], TRHR enhancer 9, rTrxR1 inhibitor 12%[57.1 µM], USP1-UAF1 inh -10%, Pin1 inh inconclusive, TRHR agonist 0.5, D2 ag 1.1 and IDH1 R132H inh 7%.
Screening CCOc1c(OC)cccc1C1CC(=O)Nc2cc3c(cc21)OCCO3 (stereo not given) returned TrxR1 substrate 8%, TRHR enhancer 1, rTrxR1 inhibitor 7%, USP1-UAF1 inh inconclusive, Pin1 inh 4%, TRHR agonist -0.1 and IDH1 R132H inh 18%.
Cc1ccnc(NC(=O)c2ccc(Cl)c(NC(=O)C(C)Oc3ccccc3)c2)c1 (stereo not given) was read as D2 antagonist -20, TrxR1 substrate 8%[57.1 µM], TRHR enhancer 10, rTrxR1 inhibitor 16%[57.1 µM], USP1-UAF1 inh -16%, Pin1 inh 34%[activator], TRHR agonist -1.0, D2 ag -0.9 and IDH1 R132H inh 5%.
`CC1=C(C)SC(=C(C#N)c2nnc(N3CCOCC3)n2-c2ccccc2)S1` gave D2 antagonist 11, TrxR1 substrate 4%[57.1 µM], TRHR enhancer 14, rTrxR1 inhibitor 14%[57.1 µM], USP1-UAF1 inh -10%, Pin1 inh inconclusive, TRHR agonist -2.3, D2 ag -2.6 and IDH1 R132H inh 11%.
Clc1cccc(CN2CCN(c3ncccn3)CC2)c1Cl was read as D2 antagonist 61*, TrxR1 substrate -8%, TRHR enhancer -3, rTrxR1 inhibitor 19%[11.4 µM], USP1-UAF1 inh -18%, Pin1 inh -5%, TRHR agonist 0.3, D2 ag 69* and IDH1 R132H inh -3%.
Screening CC(C)[C@H](NC(=O)c1ccco1)C(=O)Nc1ccc(OC(F)F)cc1 returned D2 antagonist -2, TrxR1 substrate 4%[57.1 µM], TRHR enhancer 3, rTrxR1 inhibitor 15%[57.1 µM], USP1-UAF1 inh -14%, Pin1 inh 3%, TRHR agonist 0.1, D2 ag -0.3 and IDH1 R132H inh 0%.
Screening O=C(NC(CO)(CO)CO)c1coc(=O)c(Br)c1 returned D2 antagonist -5, TrxR1 substrate -10%, TRHR enhancer 2, rTrxR1 inhibitor -11%, USP1-UAF1 inh -9%, Pin1 inh 4%, TRHR agonist -0.6, D2 ag 0.5 and IDH1 R132H inh 17%.
Cc1cccc(NC(=O)CNC(=O)Cc2ccc3c(c2)OCCO3)c1C was read as D2 antagonist -2, TrxR1 substrate 3%, TRHR enhancer 1, rTrxR1 inhibitor 17%, USP1-UAF1 inh -11%, Pin1 inh 14%, TRHR agonist -0.3, D2 ag 0.4 and IDH1 R132H inh 4%.
Screening CC(C)c1cc(CN2C(C)COCC2C)cc(C(C)C)c1O (stereo not given) returned TrxR1 substrate 21%[57.1 µM], rTrxR1 inhibitor 1%[11.4 µM], USP1-UAF1 inh -12%, Pin1 inh -1% and IDH1 R132H inh 9%.
Screening CC(C)(C)NC(=O)CSc1nc(O)cc(=O)n1-c1ccccc1F returned D2 antagonist 9, TrxR1 substrate 2%, TRHR enhancer -2, rTrxR1 inhibitor 0%, USP1-UAF1 inh inconclusive, Pin1 inh inconclusive, TRHR agonist 2.0, D2 ag 0.0 and IDH1 R132H inh 8%.
`CCn1nc(C)c([N+](=O)[O-])c1C(=O)NNC(=O)c1ccccc1Cl` gave D2 antagonist 5, TrxR1 substrate -11%, TRHR enhancer 0, rTrxR1 inhibitor -18%, USP1-UAF1 inh -17%, Pin1 inh 4%, TRHR agonist 0.8, D2 ag -0.2 and IDH1 R132H inh -2%.
For CN1C(=O)N(C)C2(C)CC1(C)N(C)C(=O)N2C the results were D2 antagonist 10, TrxR1 substrate 3%, TRHR enhancer 17, rTrxR1 inhibitor 25%, USP1-UAF1 inh -15%, Pin1 inh 2%, TRHR agonist -0.3, D2 ag 1.8 and IDH1 R132H inh -2%.
`COc1cc(OC)cc(C(=O)n2nc(C)cc2C)c1` gave D2 antagonist 5, TrxR1 substrate 10%, TRHR enhancer 1, rTrxR1 inhibitor 12%, USP1-UAF1 inh 5%, Pin1 inh 4%, TRHR agonist 0.4, D2 ag -0.8 and IDH1 R132H inh -1%.
Screening CCCCOC(=O)Cn1c(=N)n(CCC)c2ccccc21 returned D2 antagonist -1, TrxR1 substrate 10%[57.1 µM], TRHR enhancer 4, rTrxR1 inhibitor 12%[57.1 µM], USP1-UAF1 inh -14%, Pin1 inh 2%, TRHR agonist -0.5, D2 ag 0.5 and IDH1 R132H inh 0%.
`CS(=O)(=O)c1ccc(C(=O)N(Cc2ccccc2)c2ccccc2)cc1` gave D2 antagonist -6, TrxR1 substrate -2%, TRHR enhancer -5, rTrxR1 inhibitor 9%, USP1-UAF1 inh -14%, Pin1 inh 1%, TRHR agonist 0.0, D2 ag -1.5 and IDH1 R132H inh 5%.
Screening Cc1cc(C(=O)N/N=C\c2cc(C(C)(C)C)ccc2O)n[nH]1 returned D2 antagonist -3, TrxR1 substrate 1%, TRHR enhancer 0, rTrxR1 inhibitor 19%, USP1-UAF1 inh -19%, Pin1 inh -6%, TRHR agonist -1.0, D2 ag -0.8 and IDH1 R132H inh -4%.
`Cc1nc(-c2cnn(-c3ccccc3)c2)c2cc(C)oc2n1` gave D2 antagonist 4, TrxR1 substrate 39%[activator][57.1 µM], TRHR enhancer -3, rTrxR1 inhibitor 15%[57.1 µM], USP1-UAF1 inh -11%, Pin1 inh -5%, TRHR agonist 0.4, D2 ag 0.1 and IDH1 R132H inh 1%.
For Cc1ccc(NC(=O)CCOc2ccccc2C)cc1F the results were D2 antagonist -1, TrxR1 substrate -6%, TRHR enhancer -2, rTrxR1 inhibitor 27%[57.1 µM], USP1-UAF1 inh inconclusive, Pin1 inh -3%, TRHR agonist 0.1, D2 ag -1.7 and IDH1 R132H inh 9%.
For CC(=O)c1ccc(NC(=O)CC2Nc3cc(C)c(C)cc3NC2=O)cc1 (stereo not given) the results were TrxR1 substrate 2%, TRHR enhancer 12, rTrxR1 inhibitor 20%, USP1-UAF1 inh -19%, Pin1 inh inconclusive, TRHR agonist 3.7, D2 ag 2.3 and IDH1 R132H inh 0%.
For O=C(O)C1C2OC3C(OC(=O)C31)C2Br (stereo not given) the results were TrxR1 substrate 8%[57.1 µM], rTrxR1 inhibitor -7%[57.1 µM], USP1-UAF1 inh inconclusive, Pin1 inh -1% and IDH1 R132H inh -11%.
`C=CCOCC(O)Cn1c(N2CCCC2)nc2c1c(=O)n(C)c(=O)n2C` (stereo not given) gave D2 antagonist -1, TrxR1 substrate 2%, TRHR enhancer -6, rTrxR1 inhibitor 29%, USP1-UAF1 inh -21%, Pin1 inh 0%, TRHR agonist -0.7, D2 ag -0.3 and IDH1 R132H inh 9%.
For CCOC(=O)c1ccc(-n2nc(C)cc2C)cc1 the results were D2 antagonist 10, TrxR1 substrate -1%, TRHR enhancer 0, rTrxR1 inhibitor 22%, USP1-UAF1 inh 0%, Pin1 inh -15%, TRHR agonist -0.5, D2 ag 0.5 and IDH1 R132H inh 3%.
Screening COc1ccc(OC)c2nc(-c3ccncc3)ccc12 returned D2 antagonist 3, TrxR1 substrate -8%, TRHR enhancer -2, rTrxR1 inhibitor -18%, USP1-UAF1 inh -18%, Pin1 inh -4%, TRHR agonist -2.0, D2 ag -1.4 and IDH1 R132H inh 1%.

Quoted at random: 3 records from the list, in no set order.
`CS(=O)(=O)c1ccc(C(=O)N(Cc2ccccc2)c2ccccc2)cc1` gave D2 antagonist -6, TrxR1 substrate -2%, TRHR enhancer -5, rTrxR1 inhibitor 9%, USP1-UAF1 inh -14%, Pin1 inh 1%, TRHR agonist 0.0, D2 ag -1.5 and IDH1 R132H inh 5%.
Screening NNC(=O)c1ccc(COc2ccc([N+](=O)[O-])cc2)o1 returned D2 antagonist -2, TrxR1 substrate -6%, TRHR enhancer 2, rTrxR1 inhibitor 16%, USP1-UAF1 inh -9%, Pin1 inh 0%, TRHR agonist 0.2, D2 ag 0.2 and IDH1 R132H inh 2%.
CN(CC(=O)Nc1ccccc1Cl)C(=O)CCc1nc2ccccc2c(=O)[nH]1 was read as D2 antagonist -4, TrxR1 substrate 3%[57.1 µM], TRHR enhancer 9, rTrxR1 inhibitor 12%[57.1 µM], USP1-UAF1 inh -10%, Pin1 inh inconclusive, TRHR agonist 0.5, D2 ag 1.1 and IDH1 R132H inh 7%.
